Source: PubChem
LGR2 antag – inhibitors of bursicon-induced LGR2 CRE-luciferase signal, primary screen, cell-based, HEK293, CRE-luciferase reporter, bursicon stimulation; AID 720647, 2013; 380,000 compounds, 0.35% hits; bursicon-stimulated, 4 h; inhibition, % at 9.99 µM;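 active = drop in luminescence signal, shown as inhibition above about 50% in the replicate tests, limit read from the data, passing the limit was not always enough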;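 note: agonist challenge used bursicon conditioned medium at about half maximal strength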
miR122 inh – miR-122 Renilla sensor signal increase in Huh7, primary screen, miR-122 inhibitor project, cell-based, single point, plate reader | Huh7 miR-122 Renilla luciferase sensor, 48 h; neutral wells = 0, positive control = 100 | 340,000 compounds, 0.3% hits | activation (reporter increase), % at 12.5 µM;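 active = mean replicate activation score at least 90 and every replicate individually at or above 90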;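 note: higher luciferase means less miR-122 activity so hits act as miR-122 inhibitors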
FN deposit inh – inhibitors of fibronectin matrix deposition, primary screen, AH1F cells, Alexa488-fibronectin fluorescence, plate reader; 350,000 compounds, 0.086% hits; AH1F fibroblasts, overnight; inhibition, % at 12.6 µM;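 active = mean inhibition across replicates of 30% or more, regardless of how many single replicates reach that level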;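 note: positive control wells lacked labelled fibronectin entirely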
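Material – AH1F fibroblast monolayer, labelled fibronectin deposition · Reagent – labelled fibronectin 24 nM · Timing – 1 h adhesion, overnight exposure · Measured by – fluorescence at 485 nm excitation, 525 nm emission · Read-out – inhibition of fibronectin deposition signal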
EWS-Fli block – EWS/Fli-driven NR0B1 reporter inhibitors, primary screen, A673 cells, NR0B1 luciferase, luminescence, MLPCN library. 350,000 compounds, 0.67% hits. inhibition, % at 12.6 µM. AID 651661, 2012. viability-normalised;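 active = mean inhibition of at least 50% after viability correction, with every replicate also passing that limit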;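 note: firefly luciferase signal divided by Alamar Blue viability fluorescence both relative to DMSO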
Cneo AK release – Cryptococcus neoformans cell lysis inducers, primary screen, AK release luminescence, single concentration; C. neoformans lysis, adenylate kinase release luminescence, 4 h; normalised: neutral wells 0, clomiphene wells 100; 360,000 compounds, 0.2% hits; AID 651654, 2012; lysis activity, % at 15 µM;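 active = mean lysis activity across replicates of at least 80%, whatever share of replicates individually reach that level; inactive = mean lysis activity below 80%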
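Test system: log-phase Cryptococcus neoformans yeast cells; Quantity: yeast cell density of 5 × 10^6 cells/mL; Buffer or medium: YPD; Doses: single compound concentration per well; Timing: 4 h at 37 °C static, read 1 h later; Measured by: AK luminescence; Read-out basis: lysis from increased AK signal; Control set: Clomiphene as positive control.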
PAX8 inh HTS – inhibitors of PAX8-driven TPO luciferase reporter, primary screen, RMG-I cells, single concentration | SteadyGlo, 24 h | inhibition, % at 12.6 µM | 360,000 compounds, 1.2% hits;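 active = mean replicate inhibition at least 60% with every replicate also reaching 60%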;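 note: luciferase light reporting Pax8 driven TPO promoter activity; plate controls were median of neutral control wells for no effect and mitoxantrone controls for full effect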
PGC1a acetyl inh – inhibitors of PGC1a acetylation signal, primary screen, cell-based, U2OS, AlphaScreen, inhibitor mode. 350,000 compounds, 0.17% hits. AlphaScreen anti-acetyl-lysine; with virally co-expressed GCN5 acetyltransferase. inhibition, % at 15.6 µM. AID 651687, 2012;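 active = every replicate shows inhibition of at least 40%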;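 note: 0% = neutral control wells and 100% = positive control wells; some results beyond the cut were filed as inactive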
CASP6 VEID inh – human caspase-6 inhibitors, primary screen, biochemical, VEID-R110 fluorescence, single point, set 2; P55212; purified caspase-6, Z-VEID-R110 cleavage fluorescence; inhibition, % at 12.5 µM; 350,000 compounds, 0.53% hits; AID 686996, 2013;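 active = mean inhibition across replicates at least about 35%, with every replicate also reaching that limit, limit read from the data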;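 note: 0% = median of neutral control wells and 100% = no fluorescence left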
Target sequence (P55212 24-179 limits assumed): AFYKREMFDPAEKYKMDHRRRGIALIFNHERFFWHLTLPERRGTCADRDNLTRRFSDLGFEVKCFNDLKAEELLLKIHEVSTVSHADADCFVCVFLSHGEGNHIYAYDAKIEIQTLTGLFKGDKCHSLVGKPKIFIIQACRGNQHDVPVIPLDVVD
Target sequence (P55212 194-293 limits assumed): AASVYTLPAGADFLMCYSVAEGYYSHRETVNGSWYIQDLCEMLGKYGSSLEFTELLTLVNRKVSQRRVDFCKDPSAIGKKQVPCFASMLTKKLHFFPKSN
An asterisk follows results filed as active; . = no result given; & = joins results of further samples; [ ] = remark or other dose.

The first three compounds, ahead of the listing:
Values run as follows: LGR2 antag	miR122 inh	FN deposit inh	EWS-Fli block	Cneo AK release	PAX8 inh HTS	PGC1a acetyl inh	CASP6 VEID inh
> CC1=C(C(=O)N(C(C)C)C(C)C)CC(CC(=O)NCC2CCCCC2)C(=O)N1Cc1ccccc1 (configuration not stated)
→ 9	0	1	-3	-2	25	-1	0
> COC(=O)[C@]12CCCCC=C1N(Cc1cccc3ccccc13)C(=O)[C@H](CC(=O)NCCCN1CCCC1=O)C2
→ -7	.	-7	-9	.	-21	.	1
> O=S1(=O)CC(N2CCSCC2)CN1Cc1cn(Cc2ccc(C(F)(F)F)cc2)nn1 (configuration not stated)
→ 10	.	-6	-10	.	-2	.	-1

Main list, previewed entries included:
Values run as follows: LGR2 antag	miR122 inh	FN deposit inh	EWS-Fli block	Cneo AK release	PAX8 inh HTS	PGC1a acetyl inh	CASP6 VEID inh
> CC1=C(C(=O)N(C(C)C)C(C)C)CC(CC(=O)NCC2CCCCC2)C(=O)N1Cc1ccccc1 (configuration not stated)
→ 9	0	1	-3	-2	25	-1	0
> COC(=O)[C@]12CCCCC=C1N(Cc1cccc3ccccc13)C(=O)[C@H](CC(=O)NCCCN1CCCC1=O)C2
→ -7	.	-7	-9	.	-21	.	1
> O=S1(=O)CC(N2CCSCC2)CN1Cc1cn(Cc2ccc(C(F)(F)F)cc2)nn1 (configuration not stated)
→ 10	.	-6	-10	.	-2	.	-1
> CCCCOc1ccc(N(CC(=O)NC(C)(C)C)C(=O)CCC(=O)Nc2nccs2)cc1
→ 13	16	-7	5	-1	4	.	0
> Cn1cnc(S(=O)(=O)N[C@@H]2CC[C@@H](CC(=O)NCC3CC3)O[C@@H]2CO)c1
→ -3	.	0	-6	-6	-6	-1	-2
> O=C(c1ccc(F)cc1)N1CCCCN2[C@H](CO)[C@@H](c3ccc(C#CC4(O)CCCC4)cc3)[C@H]2C1
→ 2	-6[16.7 µM]	.	-4	0	-14	7	1
> Cn1c(N)c(C(C[N+](=O)[O-])c2ccccc2Cl)c(=O)n(C)c1=O (configuration not stated)
→ .	-5	0	5	0	-12	1	0
> CCSc1nnc(NC(=O)C2C3CCC(C3)C2C(=O)O)s1 (configuration not stated)
→ .	3	-2	-1	.	-8	-3	1
> Cc1cccc(OCCn2c(-c3ccco3)nc3ccccc32)c1
→ .	-4	-1	.	3	-63	.	.
> Cc1ccc(Nc2nc(Cl)c(C=O)s2)cc1
→ -76	-1	6	-32	.	-44	-6	-3
> COc1ccc(NC(=O)N[C@@H]2CC[C@@H](CC(=O)NC3CCC3)O[C@H]2CO)cc1
→ 10	4[16.7 µM]	.	3	-3	-6	-3	-1
> O=C(C[C@@H]1CC[C@H]2[C@@H](COC[C@H](O)CN2Cc2cccc(F)c2)O1)NCC1CCCCC1
→ 17	0[16.7 µM]	3	-4	3	6	-10	1
> COc1ccccc1-c1cnc2c(c1)C(=O)N([C@H](C)CO)C[C@@H](C)[C@@H](CN(C)CC1CCOCC1)O2
→ 17	1[16.7 µM]	.	-11	4	-15	-5	-1
> CCOC(=O)COc1cccc(C2NC(=O)c3ccccc3O2)c1 (configuration not stated)
→ -1	-3	0	22	-1	-3	-4	1
> C[C@@H]1CCCCO[C@H](CN(C)C(=O)Cc2ccccc2)[C@H](C)CN([C@@H](C)CO)C(=O)c2cc(NC(=O)Nc3ccc(F)cc3)ccc2O1
→ -1	-9	-3	1&2	-1&2	24&4	-6&-8	0&2
> Cn1c(CSCc2ccccc2)nnc1SCC(=O)Nc1nccs1
→ .	3	-12	.	1	2	9	.
> Cc1ccc2c(c1)N(Cc1cccc(F)c1)C(=O)C(C)O2 (configuration not stated)
→ 7	-3	13	3	-1	8	.	0
> Cn1c(Cn2cnc([N+](=O)[O-])n2)nnc1SCC(=O)Nc1ccccc1
→ -1	2	2	-3	4	81*	12	0
> COc1ccc(OC)c(CNC(=O)C2CCN(S(C)(=O)=O)CC2)c1
→ -7	.	15	-9	.	-5	.	-3
> O=C(C1CCC1)N1CCCCN2[C@H](CO)[C@@H](c3ccc(C#CC4(O)CCCC4)cc3)[C@H]2C1
→ -7	3[16.7 µM]	.	-2	46	-14	4	1
> O=C1N/C(=N\N=C\c2cccs2)SC1Cc1ccc(Cl)cc1 (configuration not stated)
→ -3	-7	3	-14	5	0	4	1
> CC(C)(C)OC(=O)n1cc(/C=N/NC(=O)c2ccco2)c2ccccc21
→ -21	-5	.	-35	-4	-96	11	0
> CCCC(=O)Nc1ccc2c(c1)Cc1ccccc1-2
→ -65	.	4	-139	0	-113	.	0
> CCOC(=O)N1CCN(S(=O)(=O)c2ccc(C(=O)N(CCCN(C)C)c3nc4ccc(CC)cc4s3)cc2)CC1
→ 8	-4	-8	.	-2	-63	-9	-5
> COC(=O)c1ccc(NC(=O)c2cccc(C)c2[N+](=O)[O-])cc1
→ -3	2	0	-20	-1	-14	-5	-4
> Cc1ccc(C(C)C)c(Oc2cnccn2)c1
→ -6	-4	0	7	0	28	-13	0
> COc1ccc(NC(=O)Nc2ccc3c(c2)C(=O)N([C@H](C)CO)C[C@@H](C)[C@H](CN(C)Cc2ccncc2)OCCCC[C@@H](C)O3)cc1
→ -1	-8[16.7 µM]	.	-5	1	-22	-4	1
> COc1cccc(CNC(=O)C2CCC(CNS(=O)(=O)c3cccc4cccnc34)CC2)c1 (configuration not stated)
→ 7	.	-5	.	0	4	.	0
> CCC(=O)Nc1cc(C(=O)O)ccc1Sc1ccc(Cl)cc1
→ .	0	8	2	-2	6	5	1
> CC(C)CC#Cc1ccc2c(c1)O[C@H](CN(C)Cc1cccc(F)c1)[C@@H](C)CN([C@@H](C)CO)S2(=O)=O
→ 10	45[16.7 µM]	-16	62*	4	.	24	0
> Cc1ccccc1NC(=O)CSc1nc2c(c(=O)n(C)c(=O)n2C)n1C
→ 40	2	5	4	3	-1	1	8
> O=C(NCC[C@@H]1CC[C@H](NC(=O)C2CCC2)[C@@H](CO)O1)c1ccc(F)cc1
→ 14	.	-9	-10	1	-5	11	0
> CCC(=O)Nc1ccc(NC(=O)c2ccccc2)nc1
→ 24	-8	-3	-18	.	-17	4	0
> COc1cc(OC)c2c(-c3ccccc3)cc(=O)oc2c1
→ 12	-2	.	-3	0	.	-6	2
> Cc1cc(C(=O)NCc2ccccc2F)c2ccccc2n1
→ 17	2	0	-2	.	-9	.	0
> C[C@@H]1CN([C@H](C)CO)C(=O)c2cc(NS(C)(=O)=O)ccc2O[C@H]1CN(C)S(=O)(=O)c1cccs1
→ -13	1[16.7 µM]	4	0	61	.	3	3
> CN(CCNC(=O)C1CCN(c2ncnc3c2nc2n3CCCCC2)CC1)Cc1ccccc1
→ 3	3	4	8	1	14	-17	-3
> C/C(=N\Nc1ccc([N+](=O)[O-])cc1)c1ccc(C#N)cc1
→ 17	3	-5	-29	5	1	6	1
> COc1ccc(-n2ncc3c(=O)n(CC(=O)Nc4ccc5c(c4)OCCO5)cnc32)cc1
→ 10	-8	-4	17	-9	8	-13	-7
> Clc1ccc2oc3c(Cl)ncnc3c2c1
→ 12	.	.	39	.	27	.	-1
> COc1ccc(-c2cn(-c3cccc(C)c3)c(=O)[nH]2)cc1OC
→ -50	-2	10	-1	-9	-9	5	3
> O=C(NCCC1=CCCCC1)C1CCN(C(=O)c2ccc(Br)cc2)CC1
→ 7	.	-9	5	.	-17	.	0
> CCSc1nnc(N2C(=O)CC(c3ccsc3)C3=C2CC(C)(C)CC3=O)s1 (configuration not stated)
→ -4	-7	2	5	-3	5	-9	0
> Cc1cccc(-n2ncc3c2CCCC3NC(=O)C2=CC(=O)CC(C)(C)O2)c1C (configuration not stated)
→ -2	.	1	.	8	6	.	-1
> COc1cc(/C(C#N)=C/c2cccc3ccccc23)c([N+](=O)[O-])cc1OC
→ .	.	-2	-6	.	17	.	0
> COCCNC(=O)CN(Cc1ccc(Cl)cc1)S(C)(=O)=O
→ 5	1	2	.	0	.	-39	.
> COc1ccccc1CN(Cc1nc2ccccc2c(=O)[nH]1)C(=O)Nc1cccc(C)c1
→ -16	0	2	.	-7	.	-33	.
> CNc1nc(Nc2ccc(C)cc2C)c2sccc2n1
→ -14	-3	3	12	0	6	.	4
> CC(C)NC(=O)Nc1ccc2c(c1)CC(=O)N([C@H](C)CO)C[C@@H](C)[C@@H](CN(C)C(=O)Nc1ccccc1)O2
→ 0	5[16.7 µM]	.	0	4	-10	0	0
> Cc1nn(-c2ccccc2)c(N)c1N=Nc1ccccc1
→ -73	.	-1	-66	.	-150	.	1
> Cc1ccc(C)c(SCC(=O)NC(=O)NCc2ccccc2)c1
→ -5	5	.	.	-1	.	-4	.
> Cc1ccc2c(COC(=O)c3ccc(C)c(C)c3)cc(=O)oc2c1
→ 5	1	2	0	0	-2	-17	-1
> Cc1[nH]n(-c2ccccc2)c(=O)c1N=Nc1ccc(Cl)cc1
→ -1	14	2	8	-1	27	9	-1
> CC(=O)c1cn(-c2ccc([N+](=O)[O-])cc2)c(=O)n(C)c1=O
→ .	-4	-9	10	0	-10	-9	-3
> CN(Cc1ccccc1)C(=O)c1cccc(N2C(=O)NC3CC2(C)Oc2ccccc23)c1 (configuration not stated)
→ .	1	-3	.	4	16	-8	.
> O=C(CCS(=O)(=O)c1ccc(Br)cc1)N1CCN(c2ccccc2Cl)CC1
→ 25	-2	-3	.	-1	.	-14	.
> COc1ccc(OC)c(NC(=O)c2cc3ccccc3o2)c1
→ .	0	0	.	0	8	-1	.
> CCC1Sc2ccccc2N(CC(=O)NC2CC2)C1=O (configuration not stated)
→ -17	-7	-5	5	0	5	-1	0
> COc1ccccc1CNC(=O)CSc1ncc(C(=O)Nc2ccccc2)c(=O)n1C
→ 4	.	.	-2	.	7	.	0
> COc1ccc(S(=O)(=O)NC2CCCC2)cc1NC(C)=O
→ 3	.	2	.	3	0	.	0

(list continues)
Values run as follows: LGR2 antag	miR122 inh	FN deposit inh	EWS-Fli block	Cneo AK release	PAX8 inh HTS	PGC1a acetyl inh	CASP6 VEID inh
> O=[N+]([O-])c1cc(Cl)ccc1N1CCOCC1
→ -4	-26	-5	-2	3	-7	-1	-3
> C[C@@H]1CN([C@H](C)CO)C(=O)Cc2cc(NC(=O)Nc3ccc4c(c3)OCO4)ccc2O[C@@H]1CN(C)CC1CC1
→ -23	-2[16.7 µM]	.	-2	-10	7	.	1
> CCOCCCNC(=O)C1(O)c2ccccc2NC(=O)N1c1ccc(C)c(C)c1 (configuration not stated)
→ -9	-1	-17	-6	2	-26	.	2
> CSc1ncccc1C(=O)Nc1cc(Cl)ccc1N1CCOCC1
→ -3	.	-1	20	-1	8	.	-5
> Cn1c(CC(=O)Nc2ccccc2F)nnc1SCC(=O)NC1=NCCS1
→ 12	.	1	-11	1	-12	.	.
> COc1cc(C(=O)OCc2cccc(S(=O)(=O)N3CCOCC3)c2)ccc1OCC(C)C
→ .	.	-13	10	1	13	5	-1
> OC[C@H]1[C@@H](c2ccc(-c3ccccc3)cc2)[C@@H]2CN(Cc3ccccn3)CCCCN12
→ -7	33[16.7 µM]	.	-1	44	-49	2	2
> CC1CCCCC1NC(=O)c1cn(C)c2ccc(S(=O)(=O)N3CCCC3)cc2c1=O (configuration not stated)
→ .	-10	-5	.	-2	1	19	.
> CCOc1ccc(-c2nnc(SCC(=O)N(CC)CC)n2N)cc1
→ .	-5	3	.	-1	3	-5	.
> COc1ccc(CN(C(=O)CCC(=O)N2CCCCC2)c2nccs2)cc1OC
→ -17	.	-3	-7	.	-1	.	0
